Source: PubChem
Insulin prom up = MIN6 insulin promoter up-regulation. z-score at 5 µM. hit rate 0.3% among 190,000. MIN6 insulin promoter-GFP reporter, high-content imaging; hits give high values;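 active = z-score above 3 at 5 µM with at least 500 cells counted in the well; inconclusive = wells under 500 cells, flagged as cytotoxic or low count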
M17LAP inhibition = P. falciparum M17LAP inhibitors, primary screen, biochemical, fluorogenic H-Leu-NHMec substrate, 1536-well (AID 1619); recombinant M17LAP, H-Leu-NHMec fluorogenic kinetic assay; higher % means a stronger effect; inhibition, % at 30 µM; hits with a dose series show IC50 in µM; hit rate 0.38% among 220,000;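 active = compound inhibiting the enzyme by more than half at any dose during confirmatory dose-response retesting; inconclusive = strong single-dose inhibitors picked by rank but not retested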;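 note: plate controls were full reaction with DMSO carrier for no effect and no enzyme background for full effect; strong numbers were not always called active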
M1AAP inhibition = P. falciparum M1AAP inhibitors, biochemical, fluorogenic H-Leu-NHMec substrate, 1536-well (AID 1445). hit rate 0.42% among 220,000. recombinant M1AAP, H-Leu-NHMec fluorogenic kinetic assay; higher % means a stronger effect. one-dose inhibition, % at 30 µM; IC50 in µM for titrated hits;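 active = primary inhibition above the hit cutoff, then over 50% inhibition at one or more dose response concentrations, cut at about 23% in these data, passing the limit was not always enough; inconclusive = conflicting primary data, or primary hits not chosen for dose response; inactive = low primary inhibition, or under 50% at every dose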;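 note: plate controls were DMSO full reaction for no effect and no enzyme background for full effect; strong numbers were not always called active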
CSM14.1 death rescue = rescue of cells from ER stress-induced death, primary screen, 384-well, CSM14.1, thapsigargin, ATP luminescence (AID 1222); CSM14.1 thapsigargin-induced death rescue, ATP luminescence; higher % means a stronger effect; cellular ATP content (survival), % at 20 µM; hits with a dose series show EC50 in µM; 190,000 tested, under 10 active;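 active = EC50 below 50 µM in the dose-response confirmation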;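 note: death triggered by thapsigargin at about 15 µM added after 2 h compound pretreatment; cell ATP read after overnight thapsigargin exposure of roughly 18 to 22 hours; normalized against plate controls of thapsigargin alone and 5% DMSO vehicle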
Hep lipid drop = hepatic lipid droplet formation modulation; hit rate 0.4% among 240,000; inhibition, % at 6.5 µM; AID 1656; AML12 mouse hepatocytes, oleate lipid droplets, BODIPY imaging;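 active = lipid droplet intensity inhibited by at least 50%, with more than 500 cells counted; inconclusive = wells with under 300 cells, treated as cytotoxic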
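Test system: AML12 hepatocytes (mouse); reagent: oleate loading, 100 µM; dosing: one dose, 6.5 µM compound; incubation: overnight exposure; signal: fluorescence imaging, 20x objective, two fields per well; read-out basis: % inhibition of corrected integrated BODIPY droplet signal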
Autophagy HCS = alters autophagy in cells | MEF GFP-LC3 puncta imaging; test concentration mostly 10 µM | calls only at 10 µM (by protocol) | hit rate 0.98% among 190,000 | AID 463193;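 active = percentage of spot-positive cells more than 3 SD above its plate mean, without a fluorescence outlier flag or 80% toxicity; inconclusive = no clear call, values can overlap the other calls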;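 note: spot-positive cell cutoff set from DMSO-treated cells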
MT stabilizer = microtubule stabilization, imaging screen; hit rate 0.83% among 200,000; % tubulin-high responders, % at 10 µM; AID 2205; HeLa tubulin immunostaining HCS, 24 h; share of cells brighter than vehicle mean+2SD;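 active = plate Z-score above 3 for both tubulin-high and condensed-nucleus cell shares, with cell loss under 80%, at 10 µM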;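 note: anti alpha tubulin signal scored within the nucleus-defined area of each cell; some results filed as inactive read as strong as hits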
Dynein transport = blocks dynein driven cargo transport along microtubules | AID 1381 | 3617.4 mouse cells, GR-EGFP nuclear translocation imaging; test concentration mostly 20 µM; stimulated with dexamethasone, 1 µM; hits give low values | z-score, hits read low | hit rate 0.47% among 220,000;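 active = plate z-score of nuclear minus cytoplasmic receptor signal below a set negative limit, without overly bright fluorescence or cell loss, cut at about -3.5 in these data, passing the limit was not always enough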;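 note: z-score of nuclear minus cytoplasmic ring GR-EGFP intensity difference per well; some compounds called inactive have numbers as strong as hits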
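Buffer or medium: tet-free medium with charcoal-stripped serum / Also added: dexamethasone agonist, 1.0 µM final, for 30 min / Timing: induction 48 h, compound 1 h, agonist 30 min / Measured by: high-content fluorescence imaging after fixation / Read-out: nuclear-to-cytoplasmic GR-EGFP distribution per well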
Yfh1-off respiration = mitochondrial function rescue without frataxin homolog – Friedreich's ataxia, plus single-dose screen, dose response (AID 1465); S. cerevisiae Yfh1-off respiration, WST-1 reduction, 72 h; higher fold induction means a stronger effect; one-dose fold induction at 50 µM; EC50 in µM for titrated hits; hit rate 0.074% among 220,000;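 active = fold induction of absorbance versus untreated yeast above a set limit, then at least 30% activation at any dose in follow-up; inconclusive = repeats straddling the limit, or above it without dose testing; inactive = fold induction below the set limit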;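 note: activators that raise dye reduction in frataxin-depleted yeast; strong numbers were not always called active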
Dynein transport cytoplasmic EGFP = further read-out of Dynein transport, marked with its call; z-score; measured here: cytoplasmic GR-EGFP intensity; hits give high values
Dynein transport nuclear GR-EGFP = second read-out of Dynein transport, no call of its own (marks repeat the call); z-score; measured here: nuclear GR-EGFP intensity;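 lower value marks the stronger effect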
Dynein transport cell count = further read-out of Dynein transport, marked with its call; z-score; measured here: cell count per field
Insulin prom up cell count = further read-out of Insulin prom up, marked with its call; cell count; measured here: cytotoxicity, nuclei count;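 total cells summed across four imaged fields per well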
Hep lipid drop cells 6.5 µM = recorded beside Hep lipid drop, whose call it bears; cell count; measured here: cell count, cytotoxicity flag;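 cells counted across two imaged fields per well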
MT stabilizer Hoechst-high % = further read-out of MT stabilizer, marked with its call; % Hoechst-high responders; measured here: nuclear condensation Hoechst responders;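 share of cells brighter than vehicle mean plus two SD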
MT stabilizer cytotoxicity % = further read-out of MT stabilizer, marked with its call; toxicity, %; measured here: cytotoxicity by cell density;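 0% = mean cell density of plate MIN control wells and 100% = no cells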
Autophagy HCS cell loss 18 h = also measured in Autophagy HCS; calls as there; toxicity, %; measured here: cell loss, nuclei count;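 cell loss after 18 h compound exposure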
* marks the source's active call; other numbers are inactive results; i = inactive; ? = inconclusive; nt = not tested or not shown; + = active, no number.

Molecule	Hep lipid drop	M17LAP inhibition	MT stabilizer	M1AAP inhibition	Dynein transport cell count	MT stabilizer cytotoxicity %	Hep lipid drop cells 6.5 µM	Insulin prom up cell count	CSM14.1 death rescue	Dynein transport	Yfh1-off respiration	Dynein transport cytoplasmic EGFP	Autophagy HCS	MT stabilizer Hoechst-high %	Dynein transport nuclear GR-EGFP	Autophagy HCS cell loss 18 h	Insulin prom up
CCCN(CC(=O)Nc1ccc(C(N)=O)cc1)CC(=O)Nc1ccc(Cl)cc1Cl	7	-2%	1.6	-3%	0.33	4.0	652	1502	0.5%	0.12	i	-0.013	i	2.6	0.22	1	0.76
COc1ccc(C(=O)Nc2nc3c(s2)Cc2cc(OC)ccc2-3)cc1	nt	-5%	2.7	8%	-0.59	5.5	nt	1381	-0.5%	0.49	i	-0.00061	i	2.1	0.67	8	-0.11
O=C(NCc1ccccc1)c1ccc2nnsc2c1	5	1%	nt	2%	-0.086	nt	698	1195	nt	0.53	i	-0.21	nt	nt	0.052	nt	-1.3
CCOCCCn1c(=S)[nH]c2cc(C(=O)NCCCN(CC)CC)ccc2c1=O	-25	12%	2.3	12%	0.28	7.8	728	1283	-1.2%	-0.61	i	-0.29	i	2.1	-0.33	15	-0.46
O=C(NCC1(c2ccccc2)CCCC1)C(=O)NCC1(c2ccccc2)CCCC1	-3	-9%	4.1	-3%	-0.71	4.0	735	nt	1.2%	0.66	i	0.64	i	2.1	0.48	7	nt
Cc1ccccc1Cn1c(C)cc(C)c(C#N)c1=O	10	-1%	3.2	2%	-1.8	12	621	1164	-0.9%	1.2	i	-0.25	i	1.5	0.32	-5	0.47
CCOc1ccc(-c2nnc3ccc(SCC(=O)Nc4nc5ccc(C)cc5s4)nn23)cc1	-9	-2%	3.6	0%	-0.36	4.4	598	1282	-3.4%	0.43	i	-0.26	i	2.6	0.33	28	-0.22
O=C(NCCCn1ccnc1)/C(=C\c1cccs1)NC(=O)c1ccco1	-7	0%	1.7	2%	-1.8	6.4	594	1444	0.2%	0.35	i	0.11	i	2.1	1	10	-0.12
Cc1cccc(C)c1NC(=S)NCCc1ccccn1	-20	-7%	2.2	1%	-0.069	9.9	683	967	-0.7%	-0.59	i	-0.22	i	3.3	-0.31	-2	-0.66
COc1ccc(C(C)=O)cc1CSC(=N)N	-11	0%	2.1	8%	-0.76	7.6	566	1560	-1.2%	-0.42	i	-0.34	i	1.9	-0.2	3	-0.03
CCn1cc(CNC(=O)c2cc(Cl)ccc2OC)c(C)n1	nt	3%	2.4	-3%	-0.3	7.0	nt	1273	0.9%	0.28	i	-0.14	i	1.8	0.97	31	-0.45
Cc1ccc(N=C(NO)c2nonc2N)cc1	1	-8%	1.7	2%	0.059	7.2	819	853	0.0%	-0.56	i	0.95	i	0.7	0.02	29	1.3
CCC(=O)Nc1ccc(/C(C)=N/NC(=O)c2c(Br)c(C)nn2C)cc1	1	-8%	4.8	8%	0.49	1.9	590	1136	-1.3%	-0.35	i	-0.17	i	2.4	-0.21	2	-0.19
Cc1ccc2oc(-c3ccc(NC(=O)c4cccnc4)cc3)nc2c1	12	-4%	3.7	2%	-1.5	6.7	669	1732	-0.5%	-0.25	i	-0.19	i	3.6	-0.065	4	-0.7
Cc1cc(=S)cc(C)n1CCCn1ccnc1	nt	-9%	3.1	0%	-0.024	0.1	nt	1077	1.8%	-0.26	i	-0.098	i	2.1	0.091	3	0.21
O=C(OCC(=O)c1cccs1)c1cccc(C(=O)OCC(=O)c2cccs2)n1	nt	11%	3.6	-2%	0.58	8.3	nt	1554	-0.9%	-0.84	i	-0.13	i	2.2	0.23	-30	0.47
C=C(C)CC(NCc1ccco1)c1ccc(OC)cc1 (centres undefined)	nt	-3%	2.8	-5%	-0.69	2.8	nt	1395	0.9%	1.1	i	-0.008	i	1.8	0.5	-8	1.4
CC1(C)CC(=O)C(C=NCCN2CCN(C3CC(=O)N(c4ccc(F)cc4)C3=O)CC2)=C(O)C1 (centres undefined)	5	3%	2.4	2%	-0.87	7.7	696	1529	1.0%	1.3	i	-0.046	i	2.4	1.3	34	0.22
COc1ccc(-c2nn(-c3ccccc3)cc2/C=N/Nc2ccc3ccccc3n2)cc1OC	nt	7%	1.9	8%	-1.4	5.3	nt	1250	-1.8%	0.62	i	0.55	i	1.8	1.8	4	-0.59
COc1ccc(Cl)cc1S(=O)(=O)N1CCN(C(=O)c2cc(OC)c(OC)c(OC)c2)CC1	nt	2%	3.2	1%	1.6	12	nt	1511	-0.9%	-0.84	i	-0.16	i	3.0	-0.54	-2	2.2
COC(=O)c1sccc1NC(=S)Nc1ccccc1	19	17%	2.5	7%	0.42	8.0	705	1228	0.1%	-0.87	i	-0.28	i	3.1	-0.73	5	0.17
COc1ccc(NC(=O)CSc2nc(C)cs2)c(OC)c1	2	-7%	2.3	-1%	-0.57	0.7	799	1309	-0.6%	1.8	i	-0.25	i	1.2	0.8	27	-0.43
COc1ccc(NC(=O)c2cccs2)cc1O	nt	5%	3.7	7%	0.55	14	nt	1182	-2.5%	-0.045	i	-0.35	i	1.7	-0.16	1	0.09
COC(=O)C(CC(=O)c1cccc(OC)c1)c1ccc(F)cc1 (centres undefined)	-4	-3%	2.7	8%	0.23	11	739	1341	-5.4%	0.67	i	-0.22	i	3.0	0.26	12	-0.35
CCCCn1nnnc1NCc1ccc(OC)c(OC)c1OC	nt	-3%	2.8	-1%	0.12	2.4	nt	1512	-1.5%	-0.23	i	-0.21	i	2.2	-0.03	-15	0.33
O=C(NCC1CCCO1)c1ccc(Cl)c(F)c1F (centres undefined)	2	-5%	1.7	-6%	0.3	6.1	683	1294	-2.0%	-0.37	i	-0.43	i	1.1	-0.025	2	-0.02
Cc1ccccc1NC(=O)CC1S/C(=N/c2nccs2)N(C)C1=O (centres undefined)	15	1%	0.3	-2%	0.13	7.0	757	893	-0.3%	-0.5	i	0.12	i	1.5	0.032	-4	-1.1
CC1CN(C(=S)NC(=O)c2ccco2)CC(C)O1 (centres undefined)	3	12%	1.1	4%	0.77	6.4	670	nt	-2.7%	-0.48	i	-0.3	i	2.7	-0.46	-2	nt
CCCCC(=O)NCCc1ccc(OC)cc1	-14	13%	2.0	0%	0.23	1.8	804	nt	-2.9%	1.1	i	-0.29	i	1.7	0.38	-5	nt
Cc1ccc(O)c(CNc2ccc(S(=O)(=O)Nc3nccs3)cc2)c1	-11	0%	nt	33%	-0.8	nt	698	961	nt	0.27	i	-0.22	nt	nt	0.74	nt	-0.05
COc1ccccc1N/N=C/c1ccc2c(c1)OCO2	-1	7%	1.1	5%	0.57	4.6	685	1245	11%	-0.27	i	-0.28	i	3.1	-0.51	0	-0.3
CSc1cccc(NS(=O)(=O)c2cccc3nsnc23)c1	8	8%	3.7	6%	0.011	11	771	1219	-1.2%	-0.1	i	-0.2	i	2.6	0.41	-6	0.45
Cc1ccc(C(=O)NN2C(=O)/C(=C/c3cn(C)c4ccccc34)SC2=S)cc1	30	-6%	11	7%	-0.47	9.0	689	nt	-2.2%	1.1	?	3.1	i	2.5	1.9	-3	nt
Cc1cc(C)nc(NC(N)=NC(C)c2ccccc2)n1 (centres undefined)	0	-4%	1.2	2%	-0.22	0.1	684	1433	-2.6%	-0.7	i	-0.34	i	1.6	0.0033	4	-0.9
CCOc1ccccc1/C=c1\sc2nc(-c3ccco3)nn2c1=O	18	14%	6.6	9%	0.86	1.6	683	1388	-2.5%	-0.24	i	-0.27	+	0.4	0.2	-24*	0.27
Nc1nc(CN2CCN(Cc3ccc4c(c3)OCO4)CC2)nc(Nc2ccccc2)n1	-1	5%	2.7	3%	0.42	20	691	1612	-1.3%	-0.93	i	-0.26	i	0.1	-0.62	-9	0.74
Cc1cccc2nc(-c3cccc(NC(=O)c4ccc(Cl)cc4)c3)cn12	20	7%	2.2	4%	0.21	7.5	719	1131	-3.0%	-0.47	nt	-0.24	i	2.7	0.55	-27	-0.24
Cc1ccc(N2C(=N)SCC2=O)cc1Cl	-58	-5%	2.5	0%	0.18	8.5	688	986	-1.6%	-0.57	i	-0.26	i	2.4	-0.027	-13	0.33
O=C(Nc1ccccc1C(=O)N/N=C/c1ccc(F)cc1)c1ccccc1Br	nt	3%	2.5	9%	-0.26	5.9	nt	1500	-5.3%	0.54	i	-0.2	i	2.1	0.82	8	0.34
Cc1c(C(=O)N2CC3(CC(c4cccc(NC(=O)CC(c5ccccc5)c5ccccc5)c4)=NO3)C[C@@H]2C(N)=O)cc([N+](=O)[O-])cc1[N+](=O)[O-] (some centres undefined)	-18	11%	nt	5%	0.009	nt	690	884	nt	-0.087	i	-0.76	nt	nt	-0.038	nt	0.53
Cc1cc(NC(=O)CC2(CC(=O)O)CCCC2)n(C)n1	8	-10%	nt	-1%	0.68	nt	684	1005	nt	-0.28	i	-0.26	nt	nt	0.34	nt	-0.02
